Bioassay records (PubChem)
V1R ag counter = activates human V1a receptor in oxytocin agonist counter-screen; CHO-V1R cells, Fluo-8 calcium fluorescence, agonist mode; 0% DMSO, 100% 3 nM vasopressin; 320,000 tested, 0.25% active; activation, % at 3 µM;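 active = activation above the mean activation of all tested compounds plus 3 SD, per screening run, cut at about 20% in these data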;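 also: signal is peak over basal fluorescence ratio across a 100 second FLIPR read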
TAAR1 ag = agonists of human TAAR1; 360,000 tested, 0.99% active; Q96RJ0; activation, % at 3 µM; CHO RD-HGA16 TAAR1, Fluo-8 calcium fluorescence; vehicle wells 0%, saturating PEA agonist 100%;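 active = activation above the mean activation of all test compounds in the run plus 3 SD, cut at about 38% in these data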
Target sequence (Q96RJ0 whole entry, looked up): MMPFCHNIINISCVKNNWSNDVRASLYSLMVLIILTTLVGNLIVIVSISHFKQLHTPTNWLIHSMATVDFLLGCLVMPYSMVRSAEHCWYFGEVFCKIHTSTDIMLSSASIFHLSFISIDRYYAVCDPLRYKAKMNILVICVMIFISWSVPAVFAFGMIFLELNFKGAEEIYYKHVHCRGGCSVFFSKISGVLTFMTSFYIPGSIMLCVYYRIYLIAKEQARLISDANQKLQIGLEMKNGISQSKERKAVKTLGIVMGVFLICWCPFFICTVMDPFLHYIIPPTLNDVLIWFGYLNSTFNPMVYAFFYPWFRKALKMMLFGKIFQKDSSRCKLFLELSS
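Assay system: CHO-derived RD-HGA16 cells with stable Gα16 and human TAAR1; timing: 17-24 h seeding, 75 min 37 °C dye, 30 min RT; read-out: % activation from peak over basal fluorescence ratio, DMSO-to-PEA scaled; measured by: kinetic Fluo-8 calcium fluorescence; benchmarks: low control DMSO, high control PEA (EC100); doses: 3 µM single concentration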
CHRM1 antagonist = blocks human M1 muscarinic receptor; CHO-K1 hM1, Fluo-8 calcium fluorescence, ACh EC80 antagonist; inhibition, % at 3 µM; 360,000 tested, 1.3% active; AID 588852;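 active = percent inhibition above its own plate's cutoff, namely the mean of that plate's compound wells plus 3 SD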;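 also: peak over basal fluorescence ratio during 140 s after agonist addition; 0% = ACh EC80 plus DMSO and 100% = DMSO alone without agonist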
Target sequence (P11229 whole entry, looked up): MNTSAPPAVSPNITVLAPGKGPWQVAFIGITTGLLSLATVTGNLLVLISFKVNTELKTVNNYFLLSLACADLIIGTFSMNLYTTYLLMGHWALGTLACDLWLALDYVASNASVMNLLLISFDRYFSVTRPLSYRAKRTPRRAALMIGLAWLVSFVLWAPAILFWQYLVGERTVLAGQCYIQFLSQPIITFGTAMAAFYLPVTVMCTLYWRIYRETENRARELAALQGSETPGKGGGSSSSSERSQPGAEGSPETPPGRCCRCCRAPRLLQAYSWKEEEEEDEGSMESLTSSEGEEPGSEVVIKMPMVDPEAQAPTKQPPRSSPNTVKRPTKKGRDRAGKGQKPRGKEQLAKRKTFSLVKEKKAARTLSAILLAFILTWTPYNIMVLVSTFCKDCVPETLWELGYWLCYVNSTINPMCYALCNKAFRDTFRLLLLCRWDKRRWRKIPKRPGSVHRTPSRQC
TAAR1 antagonist = antagonists of human TAAR1; Q96RJ0; CHO RD-HGA16 TAAR1, Fluo-8 calcium fluorescence, antagonist; inhibition, % at 3 µM; 360,000 tested, 1.5% active; AID 624466;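 active = inhibition above a per-plate cutoff, the mean inhibition of test compounds on that plate plus 3 SD, cut at about 49% in these data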;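 also: 0% = DMSO plus EC80 beta-PEA response and 100% = DMSO alone without agonist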
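Test system: hTAAR1-expressing CHO RD-HGA16 cells, Gα16-coupled; Probe or stimulus: EC80 β-phenethylamine stimulus; Compound dosing: single nominal final test compound concentration of 3 µM; Timing: 140 s kinetic read after compound, 140 s after agonist; Signal: Fluo-8 calcium-sensitive fluorescence; Measure: % inhibition of agonist calcium response; Controls: DMSO and EC80 PEA controls.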
M1 PAM = potentiates human M1 receptor response to acetylcholine. activation, % at 3 µM. P11229. CHO-K1 hM1, Fluo-8 calcium fluorescence, ACh EC20; 0% = ACh EC20, 100% = maximal ACh. AID 588819. 360,000 tested, 0.088% active; in the data active = activation above about 19%, passing the limit was not always enough
OXTR ag = activates the human oxytocin receptor; activation, % at 3 µM; 320,000 tested, 0.32% active; CHO-OTR cells, Fluo-8 calcium fluorescence; normalized: DMSO 0%, oxytocin 100%; P30559;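 active = activation above the mean of all tested compounds plus 3 SD, cutoff set per screening run, cut at about 20% in these data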;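 also: peak over basal fluorescence ratio from a 100 s FLIPR kinetic read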
CHO parental Ca = signal in parental CHO cells, OX1R antagonist counter-screen; 330,000 tested, 0.63% active; parental CHO-K1, ATP-induced calcium, Fluo-8 fluorescence; inhibition, % at 5.6 µM;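 active = inhibition above that plate's mean sample inhibition plus 3 SD, cut at about 26% in these data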;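 also: 0% = ATP-challenged DMSO wells and 100% = DMSO wells without ATP; some compounds past the cut are filed as inactive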
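Material: Parental CHO cells | Reagent: ATP | Compound dosing: Single nominal dose of 5.6 µM per compound | Detection: Intracellular calcium via Fluo-8 no-wash fluorescent dye | Read-out: % inhibition of ATP-induced calcium mobilization | Benchmarks: Low control ATP plus DMSO, high control DMSO only | Replicates: Singlicate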
M1 ag = human M1 muscarinic receptor agonism; activation, % at 3 µM; CHO-K1 hM1, Fluo-8 calcium fluorescence, agonist mode; 0% DMSO, 100% acetylcholine EC100; AID 588814; 360,000 tested, 0.33% active; P11229;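 active = activation above the run's mean compound activation plus 3 SD, cut at about 16% in these data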;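 also: peak over basal fluorescence ratio within a 140 s kinetic read after compound addition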
OXTR potentiate = potentiators of human oxytocin receptor. AID 2445. 320,000 tested, 0.061% active. CHO-OTR cells, Fluo-8 calcium fluorescence, potentiator mode; 0% = oxytocin EC15, 100% = EC100. P30559. activation, % at 3 µM;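 active = activation above that plate's cutoff, the mean activation of tested compounds plus 3 SD, cut at about 6.6% in these data, passing the limit was not always enough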;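 also: 100% uses oxytocin at 75 nM as the full agonist control; some results filed as inactive read as strong as hits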
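System: human OTR in CHO cells; Also added: sub-maximal oxytocin, roughly EC15; Timing: compound 6 min at room temperature before oxytocin, 100 s read; Technique: Fluo-8 intracellular calcium fluorescence, ex 470-495, em 515-575 nm; Controls: oxytocin EC15 low and EC100 high; Replication: singlicate.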
Numbers without * were called inactive; x = not tested or not shown.

item | molecule | V1R ag counter | TAAR1 ag | CHRM1 antagonist | TAAR1 antagonist | M1 PAM | OXTR ag | CHO parental Ca | M1 ag | OXTR potentiate
1 | Cc1cc(Cl)ccc1C(O)c1ncc(-c2ccc3ccccc3c2)[nH]1 (configuration not stated) | x | -1 | -9 | -16 | 6 | x | x | -3 | x
2 | O=C(Nc1ccc(C(=O)O)cc1)/C(=C\c1ccc2c(c1)OCO2)NC(=O)c1ccco1 | -0.1 | 1 | 4 | 5 | 2 | 0.4 | 8 | -3 | -8
3 | CCN(C(=O)C1CCN(S(=O)(=O)c2cccc3nonc23)CC1)c1ccccc1 | 1.0 | 0 | -3 | -6 | 17 | 0.8 | -7 | -8 | -5
4 | CNC(=O)C1CCN(C(=O)c2ccc(-c3ccccc3)cc2)CC1 | 1.6 | 1 | -10 | -3 | 10 | 1.7 | -8 | -3 | 6
5 | O=C(c1cc2nc(-c3ccco3)cc(C(F)(F)F)n2n1)N1CCCCCC1 | 2.2 | 1 | 4 | -1 | 0 | 2.7 | -25 | -3 | -2
6 | O=C(CN(Cc1ccccc1C(F)(F)F)C(=O)CNC(=O)c1ccco1)NC1CCCC1 | -0.7 | 1 | -4 | 16 | 5 | -0.6 | -11 | -5 | -6
7 | O=C(CNC(=O)C1CCCCC1)NC1=NCCS1 | 1.1 | -1 | -2 | 6 | 2 | 0.3 | -2 | -5 | 3
8 | COCCCNC(=S)N(CCCN(C)C)Cc1cc2cc3c(cc2[nH]c1=O)OCCO3 | -0.7 | 1 | -3 | -10 | 6 | 0.0 | 3 | -8 | -13
9 | CCCCN1CCc2c([nH]c3ccc(C)cc23)C1=O | 4.6 | 11 | -3 | 8 | 6 | -1.3 | -16 | -2 | -14
10 | CCOC(=O)C1=CCN(S(=O)(=O)c2ccccc2C)C1c1ccc(Cl)c(Cl)c1 (configuration not stated) | x | 0 | 7 | 9 | -6 | x | x | -6 | x
11 | Cc1cc2oc(=O)c(CC(=O)O)c(C)c2c2occ(C(C)(C)C)c12 | 1.2 | -1 | -14 | -3 | 19 | 0.8 | -4 | -5 | -8
12 | C[C@H](NC(=O)N1CCn2c1nc1ccccc12)C(=O)NCc1ccc(F)cc1 | -2.2 | -1 | -3 | -13 | -4 | -2.0 | -23 | 4 | -4
13 | Cc1ccc(C(C)NC(=O)c2ccncc2)cc1C (configuration not stated) | 0.5 | 3 | -5 | -15 | 4 | 4.6 | 0 | -1 | -3
14 | Cc1ccccc1NC(=O)Cc1nc(COC(=O)c2cccnc2Cl)cs1 | 0.1 | 2 | -1 | 10 | -1 | -0.2 | -24 | -2 | -7
15 | COc1cccc(C(C)(O)c2nc(-c3ccc(C)c(C)c3)cs2)c1 (configuration not stated) | x | 1 | 12 | 24 | -3 | x | x | -2 | x
16 | Cc1cc(C)cc(OCC(=O)NNC(=S)NC(=O)C2CC2)c1 | 2.2 | 35 | -17 | 8 | 8 | 0.3 | -6 | 5 | 1
17 | O=C(Nc1ccc(S(=O)(=O)Nc2cnc3ccccc3n2)cc1)c1ccc(Br)o1 | -0.6 | 8 | -8 | 1 | 11 | 1.3 | -19 | -2 | 0
18 | CCN1/C(=C2/SC(=S)NC2=O)Sc2ccccc21 | 0.2 | 6 | -2 | 3 | 11 | -1.3 | -6 | -6 | -4
19 | CC(=O)Nc1ccc2nc(NC(=O)COc3ccccc3Cl)sc2c1 | 0.2 | 13 | 3 | 36 | 0 | 0.5 | -11 | -2 | -5
20 | C=CCNC(=O)C1CCC(C(=O)NCC=C)CC1 (configuration not stated) | 0.2 | -1 | -13 | 0 | 8 | 1.5 | 10 | -2 | 0
21 | COc1ccc(C(=O)N2CCCC(C(N)=O)C2)cc1S(=O)(=O)N1CCOCC1 (configuration not stated) | 0.4 | 15 | -5 | -18 | 6 | 1.3 | -3 | -3 | 2
22 | COc1ccc(CCNC(=O)CSc2nnc(Cn3c(=O)sc4ccccc43)n2C)cc1OC | -0.3 | x | -14 | x | 6 | 0.8 | -17 | -4 | 2
23 | COc1cccc(N2C(=O)CC(N3CCN(S(=O)(=O)c4ccccc4)CC3)C2=O)c1 (configuration not stated) | 0.3 | 13 | -12 | 0 | 14 | -0.1 | -13 | -2 | -8
24 | CN1CCN(CCC(=O)Nc2ccccc2)CC1 | -0.6 | 7 | 5 | 3 | -1 | 0.5 | 5 | -6 | -2
25 | Clc1ccc(Cn2ccc(C3CC3)n2)cc1 | -0.9 | 12 | 7 | -21 | -1 | -1.8 | -6 | -7 | 3
26 | Cc1ccc(C(=O)NCCn2c(N)c(C#N)c3nc4ccccc4nc32)cc1 | -0.1 | -1 | -1 | -5 | 3 | 0.2 | -2 | -7 | -5
27 | CCN(CC)S(=O)(=O)c1ccc(/C=C/C(=O)OCC(=O)N(C)C)cc1 | 0.0 | 2 | -8 | -18 | 12 | 1.4 | 9 | -1 | 0
28 | Cc1ccc(C(=O)CC(=O)c2ccccc2C)c(O)c1 | -0.4 | -3 | -2 | -15 | 2 | -2.4 | -12 | -2 | -8
29 | O=C(COC(=O)C1CCCCC1)Nc1ccc(N2CCCCC2)cc1 | 0.0 | 4 | -13 | -3 | 10 | -1.8 | 2 | -3 | -10
30 | N#Cc1ccc(CN2CCN(CC(=O)Nc3ccccc3C(=O)NC3CC3)CC2)cc1 | 0.3 | 3 | -9 | 15 | 9 | -1.0 | -11 | -3 | -6
31 | COC(=O)c1ccc(C(=O)NN)cc1 | -1.4 | 0 | -15 | -18 | 13 | 0.2 | -13 | 2 | -7
32 | CCc1cccc(C)c1NC(=O)Nc1ccc2c(c1)OCO2 | 0.8 | 1 | -9 | 1 | 10 | -0.3 | -6 | -10 | 4
33 | COc1ccc(OC)c(NC(=O)C2CCN(C(=O)c3cccs3)CC2)c1 | -0.3 | 4 | -11 | 4 | 10 | -0.2 | -15 | -8 | -7
34 | CCCCNC(=O)c1cc2c(-c3ccc(Cl)cc3)nn(C)c2s1 | 0.0 | -2 | 2 | -42 | 0 | -1.4 | -6 | -3 | -7
35 | CCSc1nnc(NC(=O)CCNS(=O)(=O)c2cc(Br)cnc2N)s1 | -0.2 | -1 | -13 | -9 | 15 | 0.0 | -8 | -4 | -7
36 | Cn1[nH]c(C(F)(F)F)c(C=Nc2ccc(Cl)cc2)c1=O | 0.3 | 5 | 0 | -3 | 0 | 0.8 | -17 | -4 | -9

Quoted from above: entries 25 to 31
item | molecule | V1R ag counter | TAAR1 ag | CHRM1 antagonist | TAAR1 antagonist | M1 PAM | OXTR ag | CHO parental Ca | M1 ag | OXTR potentiate
25 | Clc1ccc(Cn2ccc(C3CC3)n2)cc1 | -0.9 | 12 | 7 | -21 | -1 | -1.8 | -6 | -7 | 3
26 | Cc1ccc(C(=O)NCCn2c(N)c(C#N)c3nc4ccccc4nc32)cc1 | -0.1 | -1 | -1 | -5 | 3 | 0.2 | -2 | -7 | -5
27 | CCN(CC)S(=O)(=O)c1ccc(/C=C/C(=O)OCC(=O)N(C)C)cc1 | 0.0 | 2 | -8 | -18 | 12 | 1.4 | 9 | -1 | 0
28 | Cc1ccc(C(=O)CC(=O)c2ccccc2C)c(O)c1 | -0.4 | -3 | -2 | -15 | 2 | -2.4 | -12 | -2 | -8
29 | O=C(COC(=O)C1CCCCC1)Nc1ccc(N2CCCCC2)cc1 | 0.0 | 4 | -13 | -3 | 10 | -1.8 | 2 | -3 | -10
30 | N#Cc1ccc(CN2CCN(CC(=O)Nc3ccccc3C(=O)NC3CC3)CC2)cc1 | 0.3 | 3 | -9 | 15 | 9 | -1.0 | -11 | -3 | -6
31 | COC(=O)c1ccc(C(=O)NN)cc1 | -1.4 | 0 | -15 | -18 | 13 | 0.2 | -13 | 2 | -7

(more compounds)
item | molecule | V1R ag counter | TAAR1 ag | CHRM1 antagonist | TAAR1 antagonist | M1 PAM | OXTR ag | CHO parental Ca | M1 ag | OXTR potentiate
37 | COc1cccc(CN2CC(C(=O)N3CCN(c4ccc(Cl)cc4)CC3)CCC2=O)c1 (configuration not stated) | 8.1 | 0 | 4 | 1 | -2 | 5.6 | -21 | -2 | -8
38 | Cc1cc(C)c(C)c(OCC(=O)NCc2nc(-c3ccccc3)no2)c1 | 0.2 | 1 | -3 | -2 | -2 | -1.9 | -27 | -6 | -17
39 | O=C(Nc1ccc(-c2csc(Nc3ccccc3)n2)cc1)c1cc([N+](=O)[O-])cc(C(F)(F)F)c1 | -0.8 | -2 | 4 | 8 | -4 | -0.8 | -15 | -5 | -4
40 | COc1ccc(C(=O)CSc2n[nH]c(-c3ccco3)n2)cc1 | -0.2 | 7 | 3 | 5 | 2 | -0.2 | -9 | -5 | -2
41 | CCCCN(C(=O)c1ccc2c(c1)OCO2)c1c(N)n(CC(C)C)c(=O)[nH]c1=O | 0.3 | 8 | -9 | 7 | 8 | 0.0 | -9 | -4 | 6
42 | Cc1ccccc1N1CCN(C2CCCN(C(=O)c3ccccn3)C2)CC1 (configuration not stated) | 0.3 | 2 | -6 | -22 | 8 | -0.5 | -13 | -4 | -3
43 | O=C1C(=O)N(CCN2CCOCC2)C(c2ccccc2F)/C1=C(\O)c1ccc(S(=O)(=O)N2CCOCC2)cc1 (configuration not stated) | 1.7 | 3 | -8 | -2 | 9 | 0.1 | 2 | -3 | -5
44 | O=C(Nc1nc2cc3c(cc2s1)OCCO3)C1CCCCC1 | x | 10 | -6 | -31 | 4 | x | x | 0 | x
45 | O=C(c1cc([N+](=O)[O-])ccc1N1CCOCC1)N1CCCC1 | 0.3 | 0 | -3 | 6 | 2 | -0.6 | 4 | -4 | -5
46 | CC1CCN(C(=O)CCc2nnc3ccc(N4CCC5(CC4)OCCO5)nn23)CC1 | 0.7 | 4 | -6 | -3 | 1 | 8.8 | -11 | -7 | -8
47 | CCOC(=O)c1c(-c2ccccc2)[nH]c2ccc(O)cc12 | 0.1 | 1 | -11 | 0 | 8 | -0.5 | -14 | 10 | -11
48 | COCC(=O)N(Cc1cc2ccccc2[nH]c1=O)c1ccc(OC)cc1 | 0.3 | 6 | -8 | -14 | 2 | 0.2 | 3 | -2 | -18
49 | O=C(NNC(=O)c1ccccc1OCc1ccccc1)c1ccccc1O | x | -1 | 4 | -5 | -5 | x | x | 0 | x

No enrichment for hits. Share with any hit: about 3.7%.
